NR2E3 ag-1 – NR2E3 agonists in two-hybrid cells, primary screen, cell-based, luminescence, CHO-S, Gal4-NCOR/VP16-NR2E3; luciferase; AID 602229, 2012; 360,000 compounds, 0.35% hits; inhibition of corepressor binding, % at 3.98 µM; Photoreceptor-specific nuclear receptor (Homo sapiens), Q9Y5X4;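 active means inhibition above the mean of all tested compounds plus 3 SD, cut at about 70% in these data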;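 further: 0% = DMSO with NR2E3 transfected cells and 100% = cells lacking NR2E3 construct; higher means lower luciferase signal from less NR2E3 corepressor binding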
Target sequence (Q9Y5X4 whole entry, looked up, the tested form may be a part): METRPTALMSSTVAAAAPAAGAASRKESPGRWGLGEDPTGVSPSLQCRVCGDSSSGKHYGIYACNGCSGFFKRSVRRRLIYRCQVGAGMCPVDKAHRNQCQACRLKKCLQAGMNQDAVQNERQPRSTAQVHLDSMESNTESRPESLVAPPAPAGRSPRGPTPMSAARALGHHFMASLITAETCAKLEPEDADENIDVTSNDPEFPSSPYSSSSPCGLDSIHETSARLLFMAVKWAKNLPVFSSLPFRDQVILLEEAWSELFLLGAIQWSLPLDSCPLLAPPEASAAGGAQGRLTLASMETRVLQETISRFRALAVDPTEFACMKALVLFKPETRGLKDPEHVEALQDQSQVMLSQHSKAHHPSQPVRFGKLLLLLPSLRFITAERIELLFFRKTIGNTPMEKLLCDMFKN
NR2E3 ag-2 – inhibitors of NR2E3-RetCOR corepressor binding, primary screen, NR2E3 agonist project, biochemical, TR-FRET, GST-NR2E3, biotin-RetCOR; 1536-well; inhibition of corepressor binding, % at 4.78 µM; Photoreceptor-specific nuclear receptor (Homo sapiens), Q9Y5X4; AID 2300, 2010; 320,000 compounds, 0.12% hits;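 active means percent inhibition above the cutoff of mean plus 3 SD of all tested compounds, set per screening campaign, cut at about 20% in these data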;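 further: 0% = DMSO wells and 100% = biotin wells as full block of FRET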
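System: GST-tagged NR2E3 plus biotinylated RetCOR corepressor; Buffer or medium: pH 7.5 Tris-based buffer; Probe or stimulus: RetCOR corepressor, biotinylated, 7 nM; Doses: compound at 4.8 µM, single dose; Schedule: 5 h incubation at 4 °C; Technique: time-resolved FRET; Evaluation: percent inhibition of TR-FRET ratio; Replication: one well per compound, singlicate testing.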
HTR2A ag – mouse Htr2a agonists via beta-arrestin recruitment, primary screen, cell-based, luminescence | 5-hydroxytryptamine receptor 2A (Mus musculus), P35363 | CHO-K1 mHTR2A beta-arrestin complementation; percent of 30 µM serotonin response | activation, % at 7.6 µM | 360,000 compounds, 0.66% hits;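 active means activation above a run cutoff, the mean activation of all tested compounds plus 3 SD, cut at about 14% in these data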;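 further: 0% = plate median of compound wells and 100% = 30 µM serotonin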
Target sequence (P35363 whole entry, looked up): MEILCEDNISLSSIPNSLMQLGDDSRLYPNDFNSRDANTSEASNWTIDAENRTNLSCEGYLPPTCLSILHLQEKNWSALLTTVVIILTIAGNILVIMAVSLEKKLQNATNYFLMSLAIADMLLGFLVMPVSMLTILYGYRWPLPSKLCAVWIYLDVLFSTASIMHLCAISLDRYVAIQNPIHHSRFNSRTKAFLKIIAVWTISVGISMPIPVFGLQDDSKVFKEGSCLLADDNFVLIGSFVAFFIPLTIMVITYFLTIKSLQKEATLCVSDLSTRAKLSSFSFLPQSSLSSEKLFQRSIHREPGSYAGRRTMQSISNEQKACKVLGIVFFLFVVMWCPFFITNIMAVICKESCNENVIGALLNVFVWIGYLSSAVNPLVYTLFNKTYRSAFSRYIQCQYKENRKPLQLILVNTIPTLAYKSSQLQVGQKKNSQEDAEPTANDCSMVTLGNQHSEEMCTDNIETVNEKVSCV
CaV13 ICDI inh – Primary screen for inhibitors of IQ motif and Ca2+-dependent inactivation inhibitor domain binding in CACNA1D, Förster resonance energy transfer in living cells, …. HEK cells, CFP/YFP FRET ICDI-IQ, plate reader, 10 min; percent FRET-ratio fall versus neutral wells. inhibition, % at 12.3 µM. 340,000 compounds, 0.098% hits. AID 743397;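 active means mean replicate inhibition of at least 30% and at least 1% of replicates passing that level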;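 further: 0% = median of the neutral control wells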
HIF-2a block – HIF-2a reporter inhibitors, primary screen, luminescence, 786-0 RCC cells | 786-0 RCC cells HIF-2a reporter, luciferase luminescence, overnight | 360,000 compounds, 0.72% hits | AID 624352, 2012 | inhibition, % at 18.8 µM;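 active means inhibition of the luminescence signal of 40% or more relative to plate controls, in a single-dose primary screen at 18.75 µM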
Shn3 3UTR inh – reduction of Shn3 3'UTR firefly luciferase signal, primary screen, Schnurri-3 inhibitor project, cell-based, Clone20 osteoblasts, set 2. Clone20 osteoblast Shn3 3'UTR firefly luciferase, 24 h. inhibition, % at 12.5 µM. 360,000 compounds, 0.52% hits;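 active means mean inhibition of at least 75% with every replicate also reaching 75%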;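 further: 0% = median of neutral control wells and 100% = pilot-screen positive control compound; some compounds past the cut are filed as inactive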
hiPSC survival – enhancers of single-cell hiPSC survival, primary screen, ATPlite luminescence | 360,000 compounds, 0.044% hits | survival enhancement, % at 20 µM | 100% = ROCK inhibitor wells, 0% = DMSO; in the data active means survival enhancement above about 18%;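 further: cells exposed to compounds for 16 hours before the ATP read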
Cardio protect – cardioprotection against H2O2-induced cell death, primary screen, uHTS, H9c2 cells, ATPLite luminescence; AID 588492, 2011; protection from H2O2 cell death, % at 20 µM; 360,000 compounds, 0.63% hits; H9c2 cardiomyocytes, H2O2 injury protection, 2 h;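 active means compounds giving at least 50% protection of heart cells from peroxide-induced death in the single-dose screen, raw or plate-pattern-corrected value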;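 further: 0% = DMSO wells with peroxide and 100% = DMSO wells without peroxide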
Peg3 prom inh – Peg3 promoter-driven luciferase inhibitors, primary screen, cell-based, HeLa, luciferase luminescence. 360,000 compounds, 1.7% hits. AID 588405, 2011. inhibition, % at 20 µM. HeLa PEG-Prom luciferase reporter, overnight;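 active means inhibition of at least 50% at 20 µM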
PDI inh – inhibitors of human PDI, primary screen, biochemical, turbidity, single point, plate reader | PDI insulin aggregation turbidity, A650, 90 min | Protein disulfide-isomerase (Homo sapiens), P07237 | inhibition, % at 10 µM | 350,000 compounds, 0.052% hits;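 active means mean inhibition across replicates of 30% or more, whatever share of single replicates reach that level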;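 further: absorbance from insulin aggregation driven by PDI reduction with DTT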
MITF TRPM1 inh – inhibitors of MITF-dependent TRPM1 promoter reporter, primary screen, cell-based, SK-MEL-5, single point, luciferase; SK-MEL-5 TRPM1 promoter luciferase, 24 h; inhibition, % at 12.5 µM; AID 488899, 2010; 330,000 compounds, 0.83% hits;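 active means mean inhibition across replicates of 60% or more, whatever share of single replicates reaches that level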; further: values of inactives mirror those of a sister screen read the other way
* marks the source's active call; other numbers are inactive results; nt = not tested or not shown.

Every second line gives: NR2E3 ag-1, NR2E3 ag-2, HTR2A ag, CaV13 ICDI inh, HIF-2a block, Shn3 3UTR inh, hiPSC survival, Cardio protect, Peg3 prom inh, PDI inh, MITF TRPM1 inh
O=C1CC(N2CCC(c3nc4ccccc4[nH]3)CC2)C(=O)N1Cc1ccccc1 (stereo not drawn)
  -1.6, -7.0, -2.9, nt, 6.0, -18.8, -0.1, 4.5, 7.6, 9.3, 7.8
O=C(C1=C[C@H](C2CC2)C[C@H](OCc2ccc(CO)cc2)O1)N1CCOCC1
  18.4, 0.8, 8.9, -9.4, 3.4, -14.5, 3.0, 0.6, -3.6, -6.7, 6.5
COc1cc(OC)c(OC)cc1/C=N/NC(=O)CC1C(=O)NN=C1C (stereo not drawn)
  -14.9, 1.2, -0.4, -4.1, 5.8, -3.3, -1.2, -4.1, 6.1, 2.9, -1.0
COC1CCN(C(=O)c2ccc3oc(C(C)C)nc3c2)CC1
  -32.5, 7.3, 1.8, -2.4, -39.8, -23.5, -0.3, 3.8, -39.4, -3.2, -9.6
COc1ccc(C(=O)COC(=O)CCc2ccccc2)cc1
  12.2, -0.2, 4.4, -0.9, 2.9, -12.7, -1.1, 1.8, -9.7, -2.5, -4.8
COc1ccc(-c2[nH]c(-c3ccc(F)cc3)nc2SCC(=O)NC2CCCC2)cc1
  -16.2, 1.3, -4.7, -3.1, 20.2, 8.5, -1.5, -7.3, 35.9, nt, nt
O=C(O)CC1S/C(=N/N=C/c2ccc(-c3ccc(Cl)cc3[N+](=O)[O-])o2)NC1=O (stereo not drawn)
  -6.4, -2.3, -2.0, -3.7, 14.1, 2.5, 0.5, -6.9, 15.2, -10.1, 14.7
CN(CC(=O)Nc1ccc2c(c1)OCO2)S(=O)(=O)c1cccs1
  -56.0, 1.1, 3.3, -7.4, -164.9, -30.4, 0.0, -0.6, -142.6, -4.6, -61.1
CC1=CC(C)(C)N(C(=O)CN2C(=O)CCC2=O)c2ccc(C)cc21
  -24.7, -2.3, 1.6, -6.9, 6.2, -4.5, -0.6, 1.3, 3.5, -1.7, -1.3
O=C(C1CCCN(S(=O)(=O)c2ccccc2[N+](=O)[O-])C1)N1CCCC1 (stereo not drawn)
  -0.3, -0.8, 1.3, -2.4, 2.9, -14.1, -1.5, 2.3, 12.4, 8.4, 0.0
NC(=O)C1CCN(C(=O)Cn2cccc2C(=O)c2ccccc2)CC1
  16.0, 3.6, -2.0, -4.4, 5.7, 4.8, 0.4, -17.8, -16.1, 9.9, 3.7
CCn1cnc2cc(NC(=O)COc3ccc(C)cc3)ccc21
  -12.9, nt, 5.8, -2.0, 1.1, 11.3, -3.0, -13.0, 10.2, 5.0, 12.8
CCOC(=O)c1ccc2c(c1)nc(SC(C)C(=O)NCC1CCCO1)n2CC (stereo not drawn)
  19.9, 0.8, -4.8, -6.0, 6.8, 10.7, 1.0, 0.5, 12.3, -18.4, -5.5
O=c1c2c(nc3nc(COc4ccccc4)[nH]n13)CCC2
  -29.4, -1.5, -0.6, -3.9, 14.7, 11.0, 0.2, 8.7, 4.3, 15.6, 7.3
CCOC(=O)c1c(C)oc2ccc(NS(=O)(=O)c3cccs3)cc12
  4.2, 2.7, -0.3, -8.2, 0.4, -1.6, -2.3, -2.3, 24.5, -3.5, 10.1
Cc1ccc(C(=O)N2N=C3c4ccccc4S(=O)(=O)N3[C@H]2N(C)C)cc1
  -14.2, -4.7, 1.8, -7.0, 14.9, -0.5, -1.7, -4.2, 19.8, 1.0, -3.6
COC(=O)c1ccc2nc(-c3ccco3)c(Cc3cccc(F)c3)n2c1
  1.4, nt, 2.2, -6.0, -26.1, 1.7, 1.4, 0.0, -23.5, nt, nt
CC(=O)NNc1ncnc2c1cnn2-c1ccc(C)c(Cl)c1
  -12.0, 1.2, -0.1, -6.5, -114.8, 2.5, -0.2, -7.7, -94.5, 1.8, -27.8
Brc1cc2[nH]cnc2c2ccccc12
  -17.5, 9.0, -3.1, -5.8, -9.6, -0.3, 0.7, -4.6, 12.0, -14.9, 18.8
CCOc1ccccc1N(CC(=O)NCCSc1ccccn1)S(=O)(=O)c1ccc(C)cc1
  10.1, -0.5, -5.1, -6.9, 6.3, 14.7, -0.6, 5.0, 22.8, -5.4, -3.0
COC(=O)c1ccc(C)c(NC(=O)CCCN2C(=O)CN(C)C2=O)c1
  14.1, nt, 4.0, -5.3, -1.0, 14.5, -0.1, 3.3, -4.8, -3.3, 8.3
N#Cc1c(SCC(=O)Nc2cccc(F)c2)sc2c(O)cc(=O)[nH]c12
  -0.1, -0.8, -6.8, -3.4, 13.3, -8.4, 0.2, 3.2, 19.1, -7.5, 0.9
C[C@H](CO)N1C[C@H](C)[C@@H](CN(C)S(=O)(=O)c2ccccc2)Oc2ccc(NC(=O)NC3CCCCC3)cc2C1=O
  -26.7, nt, 2.5, -4.5, 1.7, -16.7, 0.9, 14.0, 1.2, 6.1, -11.1
COC(=O)c1ccc(CNC(=O)CSC2=NCCS2)cc1
  -15.8, 1.2, 3.0, -6.1, -17.4, -8.3, -2.0, -4.9, -11.1, -2.6, -7.7
Brc1cc(Br)c2nc(-c3cccs3)ccc2c1
  -30.5, 5.0, 3.5, -4.4, -229.4, nt, -1.3, -4.4, -194.3, 0.1, -26.7
CC(C)N1CCC(N2CCN(Cc3ccc4nonc4c3)CC2CCO)CC1 (stereo not drawn)
  -0.6, -3.3, 3.6, -4.6, 17.1, -4.6, 1.1, 6.2, 1.3, -0.6, 13.5
NCCNC(=O)c1c(NC(=O)c2ccccc2)sc2c1CCCC2
  -35.9, 2.2, 5.8, -4.8, -230.6, -50.2, -0.7, 27.0, -151.2, 1.6, -33.2
c1ccc(-c2nc(NCc3ccco3)c3ccccc3n2)nc1
  83.0*, 0.2, -5.9, nt, -3.8, 21.2, -2.3, 24.3, 49.5, -6.3, 29.9
O=[N+]([O-])c1ccccc1N/N=C/c1c[nH]c2ccccc12
  -104.7, -0.2, -8.0, 0.8, -152.5, -66.9, -2.3, -0.4, -227.2, -10.4, -15.0
COc1cc(OC)cc(C(=O)NC(=S)Nc2ccc(Cl)c(C(=O)O)c2)c1
  -5.0, -3.7, -0.8, -7.8, 19.4, -3.3, 4.5, 3.4, 7.1, -0.3, -6.1

Just NR2E3 ag-1, for some of the entries so far:
compound	NR2E3 ag-1
CCOC(=O)c1ccc2c(c1)nc(SC(C)C(=O)NCC1CCCO1)n2CC (stereo not drawn)	19.9
O=c1c2c(nc3nc(COc4ccccc4)[nH]n13)CCC2	-29.4

(continued)
Every second line gives: NR2E3 ag-1, NR2E3 ag-2, HTR2A ag, CaV13 ICDI inh, HIF-2a block, Shn3 3UTR inh, hiPSC survival, Cardio protect, Peg3 prom inh, PDI inh, MITF TRPM1 inh
Cc1ccc(-n2c(SCC(N)=O)nc3c([nH]c4ccccc43)c2=O)cc1
  -13.8, 3.0, -2.4, -6.1, 18.3, -17.1, 1.9, -2.5, 1.5, 1.8, -4.0
O=C(CCC1CCCC1)NNC(=O)COc1ccc(Br)cc1
  -38.3, nt, -1.9, 0.9, -3.5, -4.9, -0.1, -5.8, 15.5, -2.6, -17.6
COCCNC(=O)Cn1cnc2sc(C)c(S(=O)(=O)N3CCC(C)CC3)c2c1=O
  -19.0, -0.8, 1.2, nt, 13.8, -24.0, -0.3, -3.9, 2.4, -0.8, -3.4
CC(C)C(=O)Nc1nnc(S(=O)(=O)N2c3ccccc3CC2C)s1 (stereo not drawn)
  -0.6, 2.2, 0.5, -5.6, 6.0, -4.1, 2.8, -5.2, -5.9, -4.4, -8.2
O=C(NC1CCCC1)C1c2ccccc2OCC(=O)N1C1CC1 (stereo not drawn)
  -3.5, nt, -2.2, -1.3, 7.4, nt, 0.1, nt, nt, nt, nt
Cc1cnc(CNC(=O)c2csc([C@@H]3C[C@H](O)[C@@H](CO)O3)n2)cn1
  -23.3, nt, 13.5, -6.0, 2.1, -4.2, 0.4, 5.4, -8.0, 7.8, nt
COc1ccc(NC(=O)N[C@@H](CCSC)C(=O)O)cc1Cl
  -21.2, -1.2, 4.1, nt, 14.9, -14.9, -4.0, 3.0, 8.9, 13.3, 5.3
COc1ccccc1C(=O)Nc1ccc2c(c1)nc1n2CCN(Cc2ccccc2)C1
  -2.4, 0.8, 2.2, -18.3, -26.1, 10.3, -0.2, 6.6, -12.2, 3.0, -2.8
Cc1cc(NC(=O)CSCC(=O)Nc2nc3ccc(F)cc3s2)no1
  -35.3, -2.5, 8.9, -5.0, -44.7, -2.0, 2.9, 0.9, -73.7, -10.3, 3.7
CNC(=O)c1csc(-c2ccc(C)cc2)n1
  -5.7, -2.6, -2.9, -4.6, -156.4, -42.4, 3.7, 2.8, -198.6, 2.1, -36.5
CC(C)C(C)NC(=O)COc1ccc(S(=O)(=O)N2CCOCC2)cc1[N+](=O)[O-] (stereo not drawn)
  10.0, -3.1, -2.2, -5.7, 10.2, 14.7, 2.0, -3.0, 5.4, -2.9, -0.3
COc1ccccc1Oc1ccc(N/C=C/C(=O)c2ccc(C)o2)cc1
  -20.4, 1.3, 8.2, -6.9, -175.6, -24.2, -0.9, -6.7, -211.3, -2.2, 0.6
Cc1ccc(OCC(O)CN2CCc3ccccc3C2)c(C)c1 (stereo not drawn)
  -23.0, 4.2, -11.2, -14.6, 6.9, -9.7, 0.4, -2.1, 17.9, 8.8, 8.8
O=C(CN1CCN(S(=O)(=O)c2ccc(F)c(Cl)c2)CC1)N1CCNC1=O
  -0.5, 2.0, 3.5, -4.6, 8.6, -3.4, 0.1, -0.3, 2.3, -3.9, -0.8
CCOc1ccc([C@@H]2CC=C(C(=O)O)[C@H](c3ccc(F)cc3)N2S(=O)(=O)c2ccc(C)cc2)cc1
  -10.2, 0.1, 6.7, -9.7, 6.9, -49.4, -1.5, 0.2, 4.1, 7.6, 0.2
O=C(NC1CCOCC1)C1CCC(=O)N(CCc2cccc(F)c2)C1 (stereo not drawn)
  -36.1, 0.9, 5.0, -2.6, 1.0, -8.2, 0.9, 2.6, -12.5, 4.9, 7.5
O=C(NCCCc1ccccc1)c1cc(COc2ccc(F)cc2Cl)on1
  -20.0, 0.8, -9.1, -6.8, -40.2, 0.9, -0.1, -6.4, -5.2, 3.0, -9.4

High-throughput results deposited in PubChem by several laboratories.
